From PubChem BioAssay
Pf gametocyte: kills late stage P. falciparum gametocytes; P. falciparum stage V gametocytes, ATP luminescence, 24 h; inhibition, % at 10.9 µM; 150,000 tested, 0.065% active;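 active means inhibition above the mean plus 3 SD of compounds within the control limits, set per campaign, cut at about 38% in these data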;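 further: 0% = DMSO wells and 100% = medium only without gametocytes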
RGS8-Gao: regulators of human RGS8-Galphao interaction. P09471. multiplexed bead flow cytometry, RGS8-Galphao binding; actives lie on both sides. response (percent of control binding), % at 10 µM. 220,000 tested, 0.34% active; in the data active means response below about 60% or above about 140%; inactive means in between;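 further: Galphao activated as the GDP aluminium fluoride complex binding bead-coupled RGS8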
Target sequence (P09471 whole entry, looked up): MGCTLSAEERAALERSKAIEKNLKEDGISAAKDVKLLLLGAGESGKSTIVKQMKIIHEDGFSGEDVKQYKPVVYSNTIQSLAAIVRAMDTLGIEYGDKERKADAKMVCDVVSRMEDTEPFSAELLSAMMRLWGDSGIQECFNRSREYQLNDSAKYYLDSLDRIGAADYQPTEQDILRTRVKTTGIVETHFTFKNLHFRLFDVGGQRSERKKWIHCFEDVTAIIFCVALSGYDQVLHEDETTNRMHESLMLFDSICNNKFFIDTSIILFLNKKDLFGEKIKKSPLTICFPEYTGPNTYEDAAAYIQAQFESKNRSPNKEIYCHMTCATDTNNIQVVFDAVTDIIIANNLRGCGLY
ABCB1 inh: inhibitors of human ABCB1 transporter, ABCG2 counter-screen; P08183; CCRF-Adr cells, JC-1 efflux, flow cytometry; inhibition, % at 6.6 µM; 190,000 tested, 0.067% active; AID 1326; in the data active means inhibition above about 40%;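 further: 0% = vehicle and 100% = reference inhibitor; higher value means more JC-1 retained so stronger ABCB1 efflux block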
Mcl1-Bid inh: Mcl-1/Bid interaction inhibition; Q07820; TR-FRET Mcl-1/Bid-Dy647 peptide binding, 1536-well; inhibition, % at 21.7 µM; 220,000 tested, 0.97% active; AID 1021;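 active means compounds that cut the binding signal by more than half at the single screening dose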;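 further: His-tagged Mcl-1 with europium anti-His antibody binding Bid BH3 peptide; 0% = Mcl-1 plus peptide wells and 100% = peptide-only wells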
Target sequence (Q07820 whole entry, looked up): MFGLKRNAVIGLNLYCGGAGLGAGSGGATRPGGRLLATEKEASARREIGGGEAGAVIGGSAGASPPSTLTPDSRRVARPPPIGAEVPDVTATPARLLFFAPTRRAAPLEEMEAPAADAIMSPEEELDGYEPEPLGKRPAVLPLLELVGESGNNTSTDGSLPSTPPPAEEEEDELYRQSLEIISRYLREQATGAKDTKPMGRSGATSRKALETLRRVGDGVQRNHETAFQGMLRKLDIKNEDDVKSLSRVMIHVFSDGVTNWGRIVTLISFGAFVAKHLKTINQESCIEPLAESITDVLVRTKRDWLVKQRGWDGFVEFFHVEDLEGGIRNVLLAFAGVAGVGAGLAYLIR
RGS7-Gao: modulates binding of RGS7 to human Galphao | binding response (% of control), % at 10 µM | AID 1439 | 220,000 tested, 0.35% active | Multiplexed bead flow cytometry; actives lie on both sides | P09471; in the data active means binding response below about 49% or above about 150%; inconclusive means no clear call, values can overlap the other calls; inactive means in between;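 further: fluorescent Galphao held in activated GDP-AlF4 state binding bead-coupled RGS7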
ABCG2 block: human ABCG2 inhibition, ABCB1 as counter-screen. Q9UNQ0. inhibition, % at 6.6 µM. 190,000 tested, 0.1% active. IgMXP3 cells, JC-1 efflux, flow cytometry. AID 1325;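 active means inhibition above 80%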;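 further: 0% = DMSO and 100% = nicardipine control wells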
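material = IgMXP3 (ABCG2) plus far-red-tagged CCRF-Adr (ABCB1) cells | amount = 3 million cells/mL, equal mix of both lines | also added = JC-1 transporter substrate | dosing = one concentration, 6.6 µM final | schedule = 10 min at 25 °C | measured by = flow cytometric JC-1 green MFI at 530 nm | read-out basis = percent efflux inhibition, scaled nicardipine 100% to DMSO 0%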
Mcl-1 Bim block: human Bim-Mcl-1 interaction inhibition; Q07820; Bead-based flow cytometry, Bim peptide-Mcl-1 binding; inhibition, % at 10 µM; 190,000 tested, 0.1% active; in the data active means inhibition above about 40%;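 further: 0% = no compound tracer wells and 100% = peptide blocker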
Avidin bead fluor: avidin bead compound fluorescence profile | 220,000 tested, 0.38% active | fluorescence (KMESF) at 10 µM | Avidin beads, compound fluorescence 488/530 nm, flow cytometry; hits give high values; in the data active means fluorescence above about 47; further: inactives centre near 10
RGS4-Gao reg: human RGS4-Galphao interaction regulation. 220,000 tested, 0.33% active. binding response (% of control), % at 10 µM. Multiplexed bead flow cytometry, RGS4-Galphao binding; actives lie on both sides. P09471; in the data active means binding response below about 49% or above about 150%; inactive means in between;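 further: fluorescent Galphao activated with aluminum fluoride binding bead-coupled RGS4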
Mcl1-Noxa inh: Mcl-1/Noxa interaction inhibition; TR-FRET Mcl-1/Noxa peptide binding, 2 h; inhibition, % at 21.7 µM; 220,000 tested, 1.5% active; AID 1022;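 active means compounds that cut the protein-peptide binding signal by more than 50% relative to plate controls in a single-dose test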;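 further: His-tagged Mcl-1 with rhodamine Noxa BH3 peptide and terbium anti-His antibody; 0% = Mcl-1 plus Noxa peptide wells and 100% = peptide-only wells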
GSH fluor: compound fluoresces at 488/530 nm on GSH beads | 190,000 tested, 0.25% active | GSH beads flow cytometry, compound fluorescence 488/530 nm; hits give high values | fluorescence (KMESF) at 10 µM; in the data active means fluorescence above about 89;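 further: glutathione beads carrying GST-tagged Bcl family fusion proteins plus one bare bead set; values are compound well signal with DMSO vehicle wells as background; inactives centre near 16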
* = called active by the depositor; ? = inconclusive; · = not tested or not shown.

Each structure is followed by: ABCG2 block	Pf gametocyte	Avidin bead fluor	Mcl1-Bid inh	RGS7-Gao	Mcl1-Noxa inh	RGS8-Gao	GSH fluor	ABCB1 inh	RGS4-Gao reg	Mcl-1 Bim block
CC(C)N1CCN(c2ccncc2S(=O)(=O)N2CCOCC2)CC1
  0	·	9	-10	104	3	102	25	0.3	106	0
COc1cc2[nH]c(Cl)c([N+](=O)[O-])c2cc1OC
  ·	-14	10	-31	?	8	92	·	·	94	·
O=C(Nc1nc(-c2cccnc2)cs1)c1cccc([N+](=O)[O-])c1
  20	0	10	27	103	63*	103	9	-1.9	103	-2
CC(C)Oc1ccc(Cn2c(=O)sc3ccccc32)cc1
  10	8	7	7	104	13	106	19	1.9	107	0
CNC(=O)c1cc2ncc(C(F)(F)F)cc2s1
  4	-5	11	-15	96	-1	100	11	0.5	96	1
CCOC(=O)C(=O)C1C(=O)Nc2ccccc21 (stereo unspecified)
  ·	·	10	-86	?	11	102	·	·	108	·
Cc1nc2sc3c(c2c(=O)n1N)CCC3
  2	-12	12	-11	102	0	102	15	0.1	101	0
COCCNc1nc(C)c(C(C)=O)s1
  0	9	34	2	125	12	104	13	0.5	107	0
COc1cccc(-n2c(SCC(=O)NC3CCCC3)nnc2-c2ccco2)c1
  6	·	6	-14	103	13	101	17	0.5	102	-6
Cn1nc2c(c1C(=O)O)CCCC2
  1	-4	6	-33	102	-13	105	15	0.6	103	4

Remaining list, next part:
Each structure is followed by: ABCG2 block	Pf gametocyte	Avidin bead fluor	Mcl1-Bid inh	RGS7-Gao	Mcl1-Noxa inh	RGS8-Gao	GSH fluor	ABCB1 inh	RGS4-Gao reg	Mcl-1 Bim block
CCn1c(=O)c(C(=O)Nc2ccccn2)c(O)c2ccccc21
  -7	-14	9	-4	94	20	102	19	-2.4	98	-2
CN(c1cccc(NC(=O)c2ccccc2N(C)S(C)(=O)=O)c1)S(C)(=O)=O
  20	-2	13	68*	99	16	103	36	1.5	102	-7
CCOc1cnc(-c2c(-c3c(F)cccc3Cl)noc2C)o1
  9	·	9	-6	?	-1	101	15	0.8	100	0
Cc1ccc2c(c1)N(C(C)C(=O)NCc1cccs1)C(=O)CO2 (stereo unspecified)
  -1	21	5	-17	99	2	101	10	0.0	97	0
Cc1ccc(/C=C(\NC(=O)c2ccccc2)C(=O)N2CCCC2C(=O)O)cc1 (stereo unspecified)
  4	1	10	-9	?	11	100	16	-0.5	99	-3
CO/N=C/CC(=O)c1ccc(OC)cc1
  1	5	5	-17	106	-7	100	19	-0.4	101	0
CCOC(=O)c1c(N)sn(-c2ccccc2)c1=S
  2	·	10	-21	96	-5	102	13	0.4	98	0
Cc1ccc(S(=O)(=O)N2CCN(C(C)C(=O)N3CCCc4ccccc43)CC2)cc1 (stereo unspecified)
  2	·	33	-15	104	-5	112	13	1.2	100	-2
O=C(NC(=S)Nc1ccccc1N1CCOCC1)c1ccc(-c2ccccc2F)o1
  ·	18	7	-38	?	-16	104	·	·	103	·
CCOc1ccc(OCCCC(=O)Nc2nc3ccccc3[nH]2)cc1
  8	·	12	-7	?	3	101	16	0.5	102	-1

Other structures follow:
Each structure is followed by: ABCG2 block	Pf gametocyte	Avidin bead fluor	Mcl1-Bid inh	RGS7-Gao	Mcl1-Noxa inh	RGS8-Gao	GSH fluor	ABCB1 inh	RGS4-Gao reg	Mcl-1 Bim block
CCN(CCO)Cc1csc2cc(C)ccc12
  0	13	3	-16	97	27	99	6	0.6	95	0
COc1ccc(C(C)=O)cc1CSc1nnc(Nc2ccc(C)cc2)s1
  17	19	1	0	99	9	88	9	1.4	95	-2
Cc1nnc(N/N=C/c2ccc(-c3ccc(Br)cc3)o2)n1N
  4	18	9	-23	?	21	96	10	-0.1	96	1
Cc1[nH]c2ccccc2c1C(=O)C(=O)NCCc1ccc(S(N)(=O)=O)cc1
  -3	0	15	-13	107	-15	103	4	-0.2	103	-2
CCC(Oc1ccccc1)C(=O)NCc1ccc(S(N)(=O)=O)cc1 (stereo unspecified)
  2	61*	4	-19	102	10	100	10	0.7	101	0
CCOC(=O)CNC(=O)C(=O)c1c(O)[nH]c2ccccc12
  3	·	14	-10	100	20	101	41	0.8	100	-11
CCc1nc2c(C#N)c(-c3ccc(Cl)cc3)ccn2n1
  6	·	7	9	103	-3	105	31	0.5	103	0
CCCCn1c(-c2cccs2)nc2nc3ccccc3nc21
  6	11	37	-7	104	18	97	13	2.1	103	-1
CCOC(=O)Nc1ccc2c(C)cc(=O)oc2c1
  1	·	36	17	99	4	99	11	-0.1	100	0
CCCC(=O)Nc1ccc(N2CCN(C(=O)c3cccs3)CC2)cc1
  -3	19	11	-40	104	-14	104	21	-3.1	103	-2

(next part)
Each structure is followed by: ABCG2 block	Pf gametocyte	Avidin bead fluor	Mcl1-Bid inh	RGS7-Gao	Mcl1-Noxa inh	RGS8-Gao	GSH fluor	ABCB1 inh	RGS4-Gao reg	Mcl-1 Bim block
Clc1ccc(-c2nnc(SCc3nc4ccccc4s3)o2)cc1
  -2	-61	20	-31	103	-3	102	17	-0.3	101	-4
O=C(NCC1CCCO1)c1cc(NS(=O)(=O)c2cccs2)cc(NS(=O)(=O)c2cccs2)c1 (stereo unspecified)
  2	8	25	-15	101	5	101	15	1.2	101	-5
OCCSc1nc(N2CCOCC2)nc(N2CCOCC2)n1
  22	·	11	-15	106	5	101	11	2.2	100	0
COC(=O)c1c2c(nc3ccccc13)CCC2
  6	-35	10	-1	88	24	91	40	1.1	90	-1
Cc1ccc(S(=O)(=O)/N=C(/c2ccccc2)N2CCOCC2)cc1
  4	·	11	-34	102	5	100	10	0.5	100	2
CCCCCC(=O)Nc1cccc(C2=NOC3(C2)C[C@@H](C(N)=O)N(C(=O)Cc2ccc([N+](=O)[O-])cc2)C3)c1 (stereo partly specified)
  ·	-3	15	42	?	25	104	·	·	106	·
O=C1N=C(N2CCOCC2)CS1
  7	·	12	-9	101	0	99	24	1.5	97	-3
Cc1ccc(NC(=O)Nc2nc(-c3ccc(C)s3)cs2)cc1
  1	-7	16	-16	102	19	96	8	0.1	99	-2
O=C(C1=C(O)C(=O)N(CCN2CCOCC2)C1c1ccccn1)c1cccs1 (stereo unspecified)
  1	·	8	9	101	15	102	12	0.1	104	-1
c1ccc(COc2ccc(OCCCN3CCCC3)cc2)cc1
  0	11	13	29	101	34	102	16	0.1	102	-1

Next structures.
Each structure is followed by: ABCG2 block	Pf gametocyte	Avidin bead fluor	Mcl1-Bid inh	RGS7-Gao	Mcl1-Noxa inh	RGS8-Gao	GSH fluor	ABCB1 inh	RGS4-Gao reg	Mcl-1 Bim block
Cc1cccc2cc(CN(CCCO)C(=O)Nc3cccc(Cl)c3)c(=O)[nH]c12
  9	·	9	-51	100	-6	101	22	2.5	100	-3
Cc1c(CCO)c(=O)[nH]n1C(=O)c1ccc(F)cc1
  10	·	11	-29	92	3	99	14	0.8	93	0
CC(=C/c1ccc(C(C)C)cc1)/C=N/NC(=O)Cn1nc(C)cc1C
  3	7	12	-2	99	2	102	13	0.5	84	0
CC1(C)C(=O)Nc2ccccc2N1C(=O)COC(=O)CCSc1ccccc1
  2	-12	9	-17	99	-6	97	19	0.4	103	0
COc1ccc2nc(NC(=O)c3cc(C)oc3C)sc2c1
  1	·	8	-2	91	-2	97	17	-0.2	88	0
Cc1ccc(S(=O)(=O)CCC(=O)O)cc1C
  1	·	14	-3	98	-1	100	15	0.3	100	-4
COc1cc(-c2cccs2)cc(=O)c2c(C)oc(C)c12
  1	-5	4	-24	99	22	101	24	0.0	101	8
O=C1CCCc2c1cnc1ncnn21
  16	18	7	-22	100	9	100	20	1.1	100	0
CS(=O)(=O)N1CCc2cc(S(=O)(=O)NCCNS(=O)(=O)c3ccc4c(c3)CCN4S(C)(=O)=O)ccc21
  0	·	28	2	103	13	107	12	1.9	103	0
COc1cccc(C2C(C(=O)NCc3ccccc3)=C(C)Nc3ncnn32)c1 (stereo unspecified)
  2	-1	14	-12	103	6	102	50	-0.2	105	-3

New compounds follow:
Each structure is followed by: ABCG2 block	Pf gametocyte	Avidin bead fluor	Mcl1-Bid inh	RGS7-Gao	Mcl1-Noxa inh	RGS8-Gao	GSH fluor	ABCB1 inh	RGS4-Gao reg	Mcl-1 Bim block
COC(=O)[C@H](Cc1ccccc1)NC(=O)[C@@H]1C[C@H]1[C@@H](NC(=O)OCc1ccccc1)c1ccccc1
  1	·	9	-3	101	-17	101	18	0.1	99	-2
Cc1cc2nnc(SC(C)C)n2c2ccccc12
  15	·	6	1	103	2	97	19	0.5	100	-3
CCC(C(=O)Nc1nnc(-c2ccco2)s1)c1ccccc1 (stereo unspecified)
  0	-7	8	-34	88	11	94	14	-0.3	89	2
O=C(C1=C[C@H](c2coc3ccccc3c2=O)C[C@H](OCc2ccc(CO)cc2)O1)N1CCOCC1
  3	10	5	2	92	-5	98	17	0.5	95	0
COc1ccc(-c2nn(CC(=O)NCCc3ccccc3)c(=S)n2C)cc1
  13	-15	12	5	103	8	103	23	2.4	107	-2
Cc1ccccc1Nc1nc(N)nc(CSc2nnnn2C)n1
  12	-9	11	-17	?	-3	101	15	0.3	102	-3
CCNC(=S)Nc1ccc(NC(=O)c2ccccc2O)cc1
  ·	-28	7	-38	?	1	105	·	·	107	·
O=C(Cn1cnc2scc(-c3ccc(Br)cc3)c2c1=O)N1CCOCC1
  2	·	10	0	106	5	100	20	0.7	102	-1

This is a random part of the collection; any-hit rate near 3.3%.
